Screening data from PubChem.
Lmaj promast: reduces viability of Leishmania major promastigotes. hit rate 9% among 200,000. inhibition, % at 10 µM. resazurin fluorescence viability;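 further: promastigotes grown with compound for 44 hours at 28 °C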
TLR4-MyD88 BLA: TLR4-MyD88 interaction inhibition in cells | inhibition, % at 8.4 µM | HeLa CL3-4 TLR4/MyD88 BLA complementation, FRET ratio | O00206+Q99836 | hit rate 0.18% among 200,000; in the data active means inhibition above about 25%;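 further: 0% = vehicle and 100% = reference inhibitor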
Diaphorase act: activates diaphorase or chemically reduces, flagging diaphorase assay artifacts. Diaphorase/resazurin coupled assay, resorufin fluorescence, 16 min; stronger effect = higher value; 1 = vehicle wells, 0 = NADH-free wells. activation factor at 20 µM. hit rate 0.005% among 190,000. AID 1229;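 active means diaphorase activity raised at least twofold by the compound at 20 µM; inactive means activation factor below 2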
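Measured by – red resorufin fluorescence at 544/590 nm excitation/emission · Test system – Clostridium kluyveri diaphorase, purified enzyme · Incubation – reaction time 16 min, room temperature · Buffer or medium – 50 mM HEPES pH 7.4 with 4.542 mM MgCl2, 0.005% Tween 20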
PMI act hi M6P: activators of human phosphomannose isomerase at near-saturating mannose 6-phosphate. P34949. coupled PMI enzyme assay, resazurin fluorescence, 20 min; stronger effect = higher value; 1 = untreated enzyme, 0 = substrate-free blank. activation factor at 20 µM. hit rate 0.34% among 190,000;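 active means activation factor of 2 or more at 20 µM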
Target sequence (P34949 whole entry, looked up): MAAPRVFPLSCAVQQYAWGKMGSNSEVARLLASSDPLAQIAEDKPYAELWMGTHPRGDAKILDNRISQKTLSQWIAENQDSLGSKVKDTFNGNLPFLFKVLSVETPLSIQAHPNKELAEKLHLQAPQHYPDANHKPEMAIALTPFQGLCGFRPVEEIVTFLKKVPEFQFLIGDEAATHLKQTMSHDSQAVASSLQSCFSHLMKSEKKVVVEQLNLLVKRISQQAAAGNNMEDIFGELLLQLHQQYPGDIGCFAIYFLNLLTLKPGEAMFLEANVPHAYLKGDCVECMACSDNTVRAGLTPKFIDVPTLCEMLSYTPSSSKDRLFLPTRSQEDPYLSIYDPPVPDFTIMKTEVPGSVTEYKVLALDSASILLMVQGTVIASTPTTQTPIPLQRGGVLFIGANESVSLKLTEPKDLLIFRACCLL
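Test system: human phosphomannose isomerase with PGI, G6PDH, diaphorase coupling enzymes; amount: 15 ng/mL PMI; incubation: enzyme reaction with compound 20 min at room temperature; technique: resorufin fluorescence (Ex 544/Em 590 nm) from resazurin via diaphorase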
Diaphorase inh: counter-screen for diaphorase-based assays: diaphorase inhibitors and chemical oxidizers; diaphorase resazurin-to-resorufin fluorescence, NADH, 16 min; bacterial (C. kluyveri) enzyme, not human; inhibition, % at 20 µM; hit rate 0.69% among 190,000;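 active means primary screen inhibition at 20 µM above a set limit, cut at about 50% in these data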;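 further: plate controls were DMSO with full reaction for no effect and wells lacking NADH for full effect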
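controls = No-NADH positive control and DMSO neutral control | system = Clostridium kluyveri diaphorase enzyme | timing = reaction incubation of 16 min at room temperature | signal = resorufin fluorescence 544/590 nm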
DTT redox prof: compounds producing H2O2 with reducing agent – biochemical, NIH compound library profiling, artefact control for MLSCN library redox annotation, primary screen; hit rate 0.03% among 200,000; AID 878; DTT-dependent redox cycling H2O2, phenol red/HRP absorbance; 100% = 100 µM peroxide control, 0% = buffer; activation, % at 10 µM;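 active means activation of at least 50% relative to the plate's high and low controls in the primary single-dose screen; inactive means activation below 50%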;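 further: compound incubated with DTT at 0.8 mM final as the reducing agent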
PMI activator: increases human mannose-6-phosphate isomerase activity; P34949; purified human PMI, coupled resazurin fluorescence, 20 min; stronger effect = higher value; 1 = vehicle control, 0 substrate-free wells; activation factor at 20 µM; hit rate 0.005% among 190,000;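 active means activation factor of 2 or more at 20 µM, relative to plate controls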
S1P3 antagonist: blocks the human S1P3 receptor. inhibition, % at 4.98 µM. CHO S1P3 NFAT-BLA reporter, FRET fluorescence, antagonist mode. Q99500. AID 485. hit rate 0.27% among 170,000;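 active means inhibition above the plate cutoff, the mean inhibition of test wells on that plate plus 3 SD, cut at about 28% in these data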;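 further: cells challenged with S1P at its EC80 of 0.8 µM; blue over green emission ratio from cleaved BLA substrate after 4 h stimulation; 0% = S1P-stimulated wells and 100% = unstimulated DMSO-only wells; some compounds past the cut are filed as inactive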
Target sequence (Q99500 whole entry, looked up): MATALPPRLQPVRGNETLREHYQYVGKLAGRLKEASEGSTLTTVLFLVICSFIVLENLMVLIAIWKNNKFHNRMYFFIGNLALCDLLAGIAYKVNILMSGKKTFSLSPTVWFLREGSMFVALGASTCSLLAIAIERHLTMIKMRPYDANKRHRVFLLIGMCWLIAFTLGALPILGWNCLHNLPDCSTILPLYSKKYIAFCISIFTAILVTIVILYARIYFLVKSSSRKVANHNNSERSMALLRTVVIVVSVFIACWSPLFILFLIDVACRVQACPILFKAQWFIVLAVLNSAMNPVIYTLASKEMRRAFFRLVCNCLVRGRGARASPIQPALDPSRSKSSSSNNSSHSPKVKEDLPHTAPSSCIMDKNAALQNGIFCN
G6PDH CS: counter-screen for G6PDH assay hits: L. mesenteroides G6PDH inhibition. AID 1020. Purified L. mesenteroides G6PDH, diaphorase/resazurin coupled fluorescence, 45 min. hit rate 0.12% among 200,000. inhibition, % at 5 µM
Hsp70 activator: Hsp70 transcriptional activation, primary screen; hit rate 0.04% among 200,000; HeLa Hsp70 promoter luciferase reporter, luminescence; scaled: vehicle 0, proteasome-inhibitor control 100%; activation, % at 10 µM;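 active means activation above the mean across all tested compounds plus 3 SD, cutoff set per campaign, cut at about 5.5% in these data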;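 further: 100% = MG132 at 30 µM as the positive control and 0% = DMSO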
RAM network inh: yeast RAM network inhibition; S. cerevisiae dse1pr::URA3 reporter, 5-FOA growth OD615, 2 d; analog-sensitive cbk1-as2 kinase mutant strain; inhibition, % at 50 µM; hit rate 1.8% among 190,000; AID 868;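 active means inhibition above a set limit, 3 SD over mean compound inhibition, cut at about 8.4% in these data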;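 further: 0% = DMSO-only wells with no growth and 100% = 10 µM 1-NA-PP1 full growth; inhibition rescues growth on 5-FOA so higher OD means more RAM inhibition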
Starred values were filed as active, the others as inactive; x = not tested or not shown. Unless noted, no stated cut-off is given here; in the data, active means inhibition above about 50%; inactive means the rest.

SMILES	Lmaj promast	TLR4-MyD88 BLA	Diaphorase act	PMI act hi M6P	Diaphorase inh	DTT redox prof	PMI activator	S1P3 antagonist	G6PDH CS	Hsp70 activator	RAM network inh
CCOC(=O)c1nnc(-c2ccccc2)nc1Oc1ccccc1Cl	11	5	0.8	0.9	22	1.7	0.8	x	-13	-0.3	3.3
COc1cccc(OCCCCN2CCCCC2)c1	97*	-13	0.9	1	13	2.9	0.9	-3	-20	-0.3	-0.3
Cc1ccc2sc(NNC(=O)C3=COCCO3)nc2c1C	-6	-2	1	1.1	-2	-0.1	1.1	-13	-1	-0.4	-0.7
CCn1c(SCCC#N)nnc1-c1ccncc1	-5	-25	0.9	0.9	9	0.5	0.9	-47	-5	-0.1	0.5
O=C(O)COc1ccccc1O	-5	-5	0.9	0.9	12	1.4	1	-8	2	-0.1	2.0
CCOc1ccc2oc(C(=O)OCC(=O)NC(=O)NC3CCCC3)c(C)c2c1	-6	-15	0.8	0.9	22	-0.5	0.9	x	3	0.0	0.7
COC(=O)c1ccc(COC(=O)c2[nH]c(C)c(C(C)=O)c2C)o1	8	-8	0.9	1	11	-3.4	1	2	17	0.1	0.7
CC(C)NC(=S)N(CCc1ccncc1)C(C)C	-2	-9	1	1.1	0	6.0	1	-6	3	-0.3	0.2
CCOCC(=O)Nc1cc(C(=O)Nc2cc(C)cc(C)c2)ccc1Cl	-6	-8	0.8	1	22	0.0	0.9	0	6	1.7	5.3
CCCCC1C2=C(CC(C)(C)CC2=O)OC2=C1C(=O)CC(C)(C)C2	17	-13	0.8	0.9	19	-0.1	0.9	-10	-16	-0.1	1.5
C=CCNc1nc(Cl)nc(Nc2ccc([N+](=O)[O-])cc2)n1	-1	18	1	1	4	0.9	1.1	-14	-1	-0.2	3.5
CCCOc1cc(CC(=O)NCc2ccco2)ccc1OC	2	-5	1	1.1	-2	2.2	1	-8	6	-0.1	1.8

Seven compounds from above, limited to TLR4-MyD88 BLA:
Structure | TLR4-MyD88 BLA
O=C(O)COc1ccccc1O | -5
CCOc1ccc2oc(C(=O)OCC(=O)NC(=O)NC3CCCC3)c(C)c2c1 | -15
COC(=O)c1ccc(COC(=O)c2[nH]c(C)c(C(C)=O)c2C)o1 | -8
CC(C)NC(=S)N(CCc1ccncc1)C(C)C | -9
CCOCC(=O)Nc1cc(C(=O)Nc2cc(C)cc(C)c2)ccc1Cl | -8
CCCCC1C2=C(CC(C)(C)CC2=O)OC2=C1C(=O)CC(C)(C)C2 | -13
C=CCNc1nc(Cl)nc(Nc2ccc([N+](=O)[O-])cc2)n1 | 18

Continuation:
SMILES	Lmaj promast	TLR4-MyD88 BLA	Diaphorase act	PMI act hi M6P	Diaphorase inh	DTT redox prof	PMI activator	S1P3 antagonist	G6PDH CS	Hsp70 activator	RAM network inh
COc1ccccc1N(CCC#N)C(=O)CSc1nc(-c2ccccc2)cn1N	-3	-3	0.8	1	18	2.8	1	-1	1	-0.2	0.1
COc1ccc(Br)cc1CNC(=O)C1CCCN(c2nc3ccccc3o2)C1 (stereo unspecified)	-4	10	1.1	1	-10	-1.0	1	-20	5	-0.1	2.7
O=C(COC(=O)/C=C/c1nc2ccccc2s1)Nc1cccc2ccccc12	48	-9	1.1	1.1	-6	x	1.1	-6	8	-0.3	5.1
Cc1cccc(-n2c(SCC(=O)O)nc3sc4c(c3c2=O)CCCC4)c1	8	-7	1.1	1	-9	-0.6	1.1	-4	6	-0.2	0.9
Cc1[nH]c2ccccc2c1CCN(Cc1cccs1)C(=S)NC(C)(C)C	-1	7	1	1	4	-1.1	0.9	13	-4	-0.1	2.7
Cn1c(=O)c2sccc2n2c(CCCC(=O)NCc3ccc4c(c3)OCO4)nnc12	2	-7	0.9	0.9	6	-4.4	0.9	x	10	-0.1	3.5
CCCCC(C(=O)NC(C)(C)C)N(Cc1ccco1)C(=O)c1snc(C(N)=O)c1N (stereo unspecified)	27	-3	0.9	0.9	14	0.2	0.9	x	1	0.0	0.1
Cc1cc(C)c(NC(=O)C2CCN(c3cnccn3)CC2)c(C)c1	19	0	0.9	0.9	10	-0.1	0.9	x	3	-0.2	-0.4
COc1cc(/C=C/C(=O)Nc2nnc(CC(C)C)s2)cc(OC)c1OC	59*	-9	1	1	0	0.1	0.9	-7	-5	-0.1	4.1
COc1ccc(S(=O)(=O)N2CCCC2)c(Cl)c1Cl	4	-4	0.9	1	10	-0.4	1	2	-2	-0.3	2.2
N#Cc1ccc(CSc2nnc(-c3cccs3)n2-c2ccccc2)cc1	19	-5	0.8	0.8	16	1.9	0.9	28	-19	-0.5	2.3
COc1ccc(C)cc1S(=O)(=O)NC1CCCCC1	-5	-6	1	1	3	-0.1	1.1	2	13	-0.5	1.8

Arranged by value in Hsp70 activator (ascending): 3 from the list above.
SMILES	TLR4-MyD88 BLA	Diaphorase act	PMI act hi M6P	DTT redox prof	PMI activator	S1P3 antagonist	Hsp70 activator	RAM network inh
COc1ccc(C)cc1S(=O)(=O)NC1CCCCC1	-6	1	1	-0.1	1.1	2	-0.5	1.8
Cc1cc(C)c(NC(=O)C2CCN(c3cnccn3)CC2)c(C)c1	0	0.9	0.9	-0.1	0.9	x	-0.2	-0.4
Cc1[nH]c2ccccc2c1CCN(Cc1cccs1)C(=S)NC(C)(C)C	7	1	1	-1.1	0.9	13	-0.1	2.7

Carrying on:
SMILES	Lmaj promast	TLR4-MyD88 BLA	Diaphorase act	PMI act hi M6P	Diaphorase inh	DTT redox prof	PMI activator	S1P3 antagonist	G6PDH CS	Hsp70 activator	RAM network inh
COCCNC(=O)c1cc2nc(-c3ccc(F)cc3)cc(C(F)(F)F)n2n1	-3	9	x	x	x	-0.1	x	-6	10	-0.3	0.5
COC(=O)c1ccc(SCC(=O)N2CCC(C)CC2)c([N+](=O)[O-])c1	64*	-1	0.9	1	12	0.7	0.9	-2	-18	0.2	1.2
Cc1ccc(-n2c(N)c(C(=O)N3CCOCC3)sc2=S)cc1	-5	1	1	0.9	3	2.6	0.6	-51	11	-0.3	-0.1
CC(C)C(NC(=O)c1ccccc1)C(=O)N/N=C\c1ccco1 (stereo unspecified)	-1	8	0.9	1	6	-0.7	1	1	-6	-0.1	1.5
Cc1cc2oc(C(=O)NCCc3ccc(S(N)(=O)=O)cc3)c(C)c2cc1C	0	1	1.2	1	-24	0.5	1	-10	-3	0.2	3.0
CCOC(=O)c1cc[n+](CC(=O)c2ccc(F)cc2)cc1	-5	8	0.9	1.6	5	-0.5	1.4	4	-1	-0.2	-0.4
Cc1cc(OCc2ccc(C(=O)NN=C3CCCC3)cc2)ccc1Cl	-6	6	1.1	1.1	-14	-0.1	1.1	10	19	0.1	0.0
COc1ccc(N/C(=N\c2nc(C)cc(C)n2)NC(C)=O)cc1OC	6	-5	0.9	0.9	7	-0.4	0.9	-32	-46	-0.2	-0.3
Cc1ccc(Cl)cc1NC(=O)C1CCN(S(C)(=O)=O)CC1	2	-8	1.1	1	-11	-0.7	1	-2	10	-0.3	3.4
CCOc1cc(C2C(C(=O)c3ccccc3)=C(C(=O)OC)Nc3nnnn32)ccc1O (stereo unspecified)	-6	1	0.8	0.9	19	-2.4	0.9	x	-4	-0.1	1.6
O=[N+]([O-])c1ccccc1NCCNS(=O)(=O)c1ccc(Cl)cc1	31	4	0.8	0.9	16	-0.6	0.9	19	1	-0.2	2.5
O=C(/C=C/c1ccccc1)OCCCCN=C1NS(=O)(=O)c2ccccc21	-3	-11	0.9	1.1	5	-0.3	1	-12	7	0.1	3.5
CNS(=O)(=O)c1cccc(C(=O)OCC(=O)C23CC4CC(CC(C4)C2)C3)c1	10	-5	0.8	0.9	18	0.0	0.9	x	0	-0.2	3.4
O=C(CSc1n[nH]c(-c2ccccc2O)n1)N1CCOCC1	-1	-4	0.9	1	8	-1.1	0.9	0	10	0.0	-0.1
CCn1c(SCC(=O)Nc2ccc3c(c2)OCCO3)nnc1-c1c[nH]c2ccccc12	60*	-13	0.7	1	30	0.5	0.9	0	11	-0.3	3.2
N#Cc1nc(-c2ccco2)oc1N1CCc2ccccc2C1	-4	-4	0.7	0.8	27	1.1	0.8	-32	2	0.0	2.4
CCCCC[C@H](O)/C=C/[C@H]1C=CC(=O)[C@@H]1C/C=C\CCCC(=O)O	0	-14	0.8	1.2	16	-0.5	1.2	10	17	0.2	4.6
COc1ccc(CCN2C(=O)CSC2c2ccc(OC)c(OC)c2)cc1OC (stereo unspecified)	-4	5	0.9	1	10	-0.4	1	-5	10	-0.6	-1.4
Nc1nc(SCC(=O)OCc2ccccc2)[nH]c(=O)c1NC(=O)c1ccco1	-9	0	0.9	1	7	-0.3	1	-18	-16	-0.3	1.5
CC(=O)c1ccc(N(C(=O)CS(=O)CC(=O)Nc2ccc(F)cc2)C(C(=O)NC2CCCCC2)c2cccs2)cc1 (stereo unspecified)	-4	-4	0.9	0.9	14	0.5	0.9	-15	0	0.5	18*
COc1cc(C=C2C(=O)OC(C)(C)OC2=O)cc(Cl)c1OCC(=O)Nc1ccccc1	16	-1	0.9	1	10	-2.5	1	-9	8	-0.2	0.5
Nc1nnc(SCC(=O)Nc2cc(C(F)(F)F)ccc2N2CCOCC2)s1	8	-3	0.9	1	11	0.2	0.9	x	18	-0.3	2.0
O=C(Cn1ccc2ccccc21)Nc1ccc2c(c1)OCO2	-1	-12	1	1	-2	0.1	1	-16	5	-0.2	5.8
O=C(Nc1cccnc1)c1cccc(S(=O)(=O)N2CCCCC2)c1	-3	-7	0.8	0.9	16	-1.2	0.9	-8	15	-0.4	0.5
CCOc1ccc(NS(=O)(=O)c2ccc3c(c2)oc(=O)n3C)cc1	-4	0	0.8	1	16	2.3	1.1	-4	22	-0.1	2.8
CC1=C(C#N)CCC(=O)N1Cc1ccc(C)cc1	14	-3	0.9	1	8	3.2	1	x	2	-0.2	2.0
O=C(Cc1ccc(F)cc1)NCCc1ccc(F)cc1	-1	-12	1.1	1.2	-12	0.2	1.1	x	12	-0.2	-0.3
COc1ccc(CC(=O)OCN2C(=O)c3ccccc3C2=O)cc1	1	0	0.8	1	19	0.2	1	x	3	0.6	1.6
O=C(CCSc1nc(-c2ccco2)cc(C(F)(F)F)n1)NCc1cccs1	2	3	0.8	1.3	17	-0.3	1.3	x	2	-0.1	10*
